Pol beta inh = qHTS Assay for Inhibitors of DNA Polymerase Beta. Pol beta primer extension/strand displacement, fluorescence kinetic. Potency, µM (doses to about 114 µM), for the others: at the top dose activity change, negative = inhibition, usual class: inhibitors. 340,000 compounds, 1.3% hits; note: potency is the fitted concentration of half-maximal effect; % is set by controls: 0 for no effect and ±100 for the full control effect
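Homogeneous kinetic assay of primer extension and strand displacement by 10 nM Pol beta, preincubated 15 min at room temperature with compound before 50 nM substrate (final) was added. Read at 0 and 10 min; four-parameter Hill fit.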
LDHA inh = qHTS assay for inhibitors of human lactate dehydrogenase | 480,000 compounds, 0.15% hits | purified LDHA, NADH/diaphorase-resazurin fluorescence; hits give low values | activity change, % (values are at about 110 or 230 µM); in the data active = activity change below about -30%; inconclusive = mostly about -25% to -30%;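 note: plate controls were DMSO wells for no effect and wells without enzyme for full effect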
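Remaining NADH was detected by diaphorase (0.133 mg/mL) converting 37 µM resazurin to fluorescent resorufin, read at 0 and 20 minutes. The preceding 5-minute room-temperature reaction used 2 nM LDHA, 0.2 mM sodium pyruvate and 0.06 mM NADH at pH 7.4.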
ALOX12 inh = Primary qHTS assay for inhibitors of human arachidonate 12S-lipoxygenase (ALOX12): Round 2; Polyunsaturated fatty acid lipoxygenase ALOX12 (Homo sapiens), P18054; purified 12hLO, xylenol orange hydroperoxide absorbance; Potency, µM (series often up to 108 µM), without a hit: at the top dose activity change, negative = inhibition, most hits filed as inhibitors; 580,000 compounds, 1.1% hits; AID 1671190, 2021; note: potency is the fitted concentration of half-maximal effect; % is set by controls: 0 for no effect and ±100 for the full control effect
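Purified human 12hLO at 150 nM in 25 mM Hepes, 0.01% Triton X-100, pH 7.0, preincubated 15 min at room temperature with compound. Reaction started with 40 uM arachidonic acid, 30 min at room temperature. Hydroperoxide measured by Fe-xylenol orange, 573/405 nm absorbance ratio.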
APE1 inh = qHTS Assay for Inhibitors of the Human Apurinic/apyrimidinic Endonuclease 1 (APE1); Potency, µM (top dose mostly 65.8 µM), without a hit: top-dose activity change, negative = inhibition, actives largely listed as inhibitors; AID 2517, 2012; DNA repair nuclease/redox regulator APEX1 (Homo sapiens), P27695; 350,000 compounds, 0.35% hits; recombinant APE1, TAMRA/BHQ-2 abasic DNA cleavage fluorescence;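 note: potency is the fitted concentration of half-maximal effect; plate controls were vehicle for no effect and reference inhibitor for full effect; nearly all actives have a fitted effect of over 55% in size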
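Kinetic fluorescence read (525 ex/598 em nm, three reads 60 s apart) of AP-site incision; signal = third minus first read. Enzyme 0.75 nM, dual-labelled THF duplex 50 nM, compound preincubation 15 min RT.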
POLK inh = qHTS for Inhibitors of Polymerase Kappa; Potency, µM (series often up to 107 µM), inactives show at the highest dose activity, negative = inhibition, actives largely listed as inhibitors; DNA polymerase kappa (Homo sapiens), Q9UBT6; 400,000 compounds, 0.53% hits; purified Pol kappa, fluorescent DNA synthesis assay, 10 min; note: potency is the fitted concentration of half-maximal effect; % is set by controls: 0 for no effect and ±100 for the full control effect
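50 nM final substrate added after 15 min RT preincubation of 10 nM Pol kappa with compound; fluorescence read at 0 and 10 min.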
RGS4 inhibitor = Inhibitors of Regulator of G Protein Signaling (RGS) 4: qHTS; Regulator of G-protein signaling 4 (Homo sapiens), P49798; Transcreener GDP fluorescence polarization, RGS4-accelerated GTP hydrolysis; Potency, µM (series often up to 114 µM), for inactives: top-dose activity change, negative = inhibition, hits mostly inhibitors; 390,000 compounds, 0.039% hits; AID 504845, 2011; note: potency is the fitted concentration of half-maximal effect; % is set by controls: 0 for no effect and ±100 for the full control effect; nearly all actives have a fitted effect of over 75% in size; some results filed as inactive show a strong effect at the top dose
Target sequence (P49798 whole entry, looked up): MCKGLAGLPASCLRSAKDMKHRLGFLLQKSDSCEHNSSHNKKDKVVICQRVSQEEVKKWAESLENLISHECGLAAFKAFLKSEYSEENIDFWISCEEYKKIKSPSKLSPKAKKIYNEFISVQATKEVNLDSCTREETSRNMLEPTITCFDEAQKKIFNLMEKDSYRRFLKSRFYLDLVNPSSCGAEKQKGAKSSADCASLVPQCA
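MLSMR compounds (23 nl, pin-transferred) preincubated 10 min at room temperature with a 500nM (2x) first reagent, then RGS4 at 900nM (2x) plus Transcreener GDP mix added; fluorescence polarization (620/688 nm) read before and after 90 min at 30 °C.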
ERG Ets-DNA blk = qHTS for Small Molecule Inhibitors of the ERG Ets/DNA interaction. Potency, µM (highest dose often 76.9 µM), without a hit: at the top dose FP activity, negative = inhibition, hits mostly inhibitors. AID 624246, 2012. fluorescence polarization, His-ERG Ets domain / labelled DNA. Transcriptional regulator ERG (Homo sapiens), P11308. 370,000 compounds, 0.028% hits; active = well fitted inhibition curve with a large enough effect in the polarisation, with a control signal flat; inconclusive = small, poorly fitted or top-dose-only effect, or effect the other way, or a change in a side signal; inactive = no such curve, though single readings can be large or run the other way; the % refers to the polarisation;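 note: polarization taken with two DNA probes labelled with fluorescein and Texas red; potency is the fitted concentration of half-maximal effect; % of control where 0% means no effect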
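His-tagged ERG Ets domain (1 uM in the protein solution; 300mM KCl, 50mM Tris-HCl, 1mM EDTA, 1mM DTT, pH 7.5) received compound, then a probe mix of 5 nM fluorescein-DNA and 100nM Texas-615-DNA. Fluorescence polarization was read for both dyes.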
POLH inh = qHTS for Inhibitors of Polymerase Eta; DNA polymerase eta (Homo sapiens), Q9Y253; recombinant Pol eta, fluorescent DNA replication assay; Potency, µM (titrated, usually from 114 µM), without a hit: at the top dose activity change, negative = inhibition, most hits filed as inhibitors; 390,000 compounds, 1.2% hits; AID 588591, 2011; note: potency is the fitted concentration of half-maximal effect; % is set by controls: 0 for no effect and ±100 for the full control effect
Target sequence (Q9Y253 whole entry, looked up): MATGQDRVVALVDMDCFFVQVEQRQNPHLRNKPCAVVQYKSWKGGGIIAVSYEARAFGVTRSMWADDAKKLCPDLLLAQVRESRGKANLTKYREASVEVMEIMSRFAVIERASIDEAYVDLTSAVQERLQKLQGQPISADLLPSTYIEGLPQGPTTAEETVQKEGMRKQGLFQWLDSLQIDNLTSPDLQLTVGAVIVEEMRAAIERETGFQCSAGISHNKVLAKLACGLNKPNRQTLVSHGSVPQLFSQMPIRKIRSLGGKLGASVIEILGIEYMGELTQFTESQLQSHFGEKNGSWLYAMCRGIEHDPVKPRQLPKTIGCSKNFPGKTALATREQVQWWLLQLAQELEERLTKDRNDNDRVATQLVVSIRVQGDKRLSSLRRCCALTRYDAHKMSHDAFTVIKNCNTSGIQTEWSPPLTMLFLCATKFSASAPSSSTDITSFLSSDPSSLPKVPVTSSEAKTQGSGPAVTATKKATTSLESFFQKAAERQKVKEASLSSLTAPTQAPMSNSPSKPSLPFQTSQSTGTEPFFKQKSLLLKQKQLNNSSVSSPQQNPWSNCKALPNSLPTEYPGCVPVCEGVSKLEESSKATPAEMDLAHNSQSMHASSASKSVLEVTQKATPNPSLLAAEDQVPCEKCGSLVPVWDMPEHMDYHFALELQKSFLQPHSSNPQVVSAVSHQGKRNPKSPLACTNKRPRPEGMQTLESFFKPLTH
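Pol eta (10 nM) was preincubated with compounds for 15 min at room temperature, after which fluorescent replication substrate (50 nM final) was added to start the reaction. Fluorescence was read kinetically at 0 and 10 min.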
Apoferritin bind = qHTS Assay for Identification of Novel General Anesthetics | Ferritin light chain (Equus caballus), P02791 | apoferritin/1-aminoanthracene competitive binding, fluorescence | Potency, µM (series often up to 77.5 µM), for the others: at the highest dose activity change, negative = displacement, hits mostly inhibitors | 350,000 compounds, 0.074% hits; note: potency is the fitted concentration of half-maximal effect; % is set by controls: 0 for no effect and ±100 for the full control effect; nearly all actives have a fitted effect of over 20% in size
Target sequence (P02791 2-175 limits assumed): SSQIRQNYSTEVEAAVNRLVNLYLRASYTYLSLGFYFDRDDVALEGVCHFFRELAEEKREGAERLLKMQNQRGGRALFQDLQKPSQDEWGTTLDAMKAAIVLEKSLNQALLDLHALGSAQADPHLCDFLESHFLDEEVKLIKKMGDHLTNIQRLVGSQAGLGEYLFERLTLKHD
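Steps: apoferritin (10 uM) was premixed with half-saturated 1-AMA in PBS, compounds were pin-transferred, plates stood 10 min at room temperature, fluorescence was read at 380/535 nm, and curves were fitted with a Hill equation.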
Starred values were filed as active, the others as inactive; u = inconclusive; x = no result given; & = joins results of further samples; [ ] = dose if it differs, or a comment. Unless noted, calls come from the whole dose curve; as a rule, active = well fitted curve in the direction sought with a large enough effect; inconclusive = small, poorly fitted or top-dose-only effect, or another doubt; inactive = no such curve, though single readings can be large; an effect the other way counts as inactive or inconclusive. The list is partial; count on the stated rates, not on these rows.

APE1 inh,ALOX12 inh,POLH inh,Pol beta inh,LDHA inh,Apoferritin bind,RGS4 inhibitor,POLK inh,ERG Ets-DNA blk,molecule
0%,30%,-11%,4%,-1,-2%,35%,-8%,0%,CCCCP(=O)(CCCC)Cc1ccccc1O
-1%,u,-2%,4%,45,-15%,u,-11%,12%,Cc1ccc(C)c(NC(=S)Nc2cccc3cnccc23)c1
-20%,25µM*,-12%,x,-4,x,-19%,-14%,13%,CC[C@]12c3[nH]c4ccc(Cl)cc4c3CCN1C(=O)[C@@H](CC(=O)NCCC1=CCCCC1)C[C@@H]2C(=O)N1CCN(C(=O)c2ccco2)CC1
0%,-13%,u,1%,1,-4%,-25%,19%,9%,Cc1sc2ncnc(SCc3ccc(C(=O)O)cc3)c2c1C
-2%,-2%,-18%,16%,1,-16%,-3%,5%,-8%,CC1CN=C(N(C(=O)Nc2ccccc2)c2ccc(F)cc2)S1 (centres undefined)
2%,9%,-10%,8%,0,-5%,-27%,4%,-12%,CN(CC(=O)N1CCCCC1)S(=O)(=O)c1ccc(Cl)cc1
14%,-18%,u,u,-3,1%,-45%,-25%,3%,COc1ccc(Cl)cc1NC(=O)c1oc(C)nc1C
-13%,-6%,-12%,x,-1,x,10%,-5%,1%,COc1ccc2oc(C(=O)N3CCN(C/C=C/c4ccccc4)CC3)c(C)c2c1
-1%,-1%,-16%,91%,3,-11%,-46%[56.9 µM],-8%,-10%,Cn1cc(Cl)c(C(=O)NNC(=S)NCc2ccco2)n1
x,-5%,-11%,15%,-5,-3%,18%,u,2%,CCc1cc(=O)oc2c(C)c(OCC(=O)Nc3ccc(S(=O)(=O)N(CC)CC)cc3)ccc12
5%,0%,-1%,13%,-11,-10%,-21%,-5%,-10%,CCOC(=O)C1CCCN(CC(O)COc2ccccc2C(C)=O)C1 (centres undefined)
-4%,8%,-3%,-1%,-3,u,-13%,-3%,x,C(=N\n1cnnc1)/c1cn(-c2cccs2)nc1-c1ccccc1
-3%,u,-9%,23%,-2,-12%,-40%,-17%,2%,Cc1[nH]n(-c2ccccc2)c(=O)c1C(C[N+](=O)[O-])c1ccc(Br)cc1 (centres undefined)
-3%,u,-13%,8%,-6,-6%,11%,2%,5%,CCC(Sc1ccc2nnc(-c3ccc(F)cc3)n2n1)C(=O)OC (centres undefined)
-4%,u,-13%,-1%,-6,0%,-2%,-6%,0%,Cn1cc(-c2ccno2)c(C(=O)O)n1
x,-26%,-10%,50%,-7,3%,-11%,21%,7%,Cc1ccc(CN2c3ccccc3-c3nc(SCC(=O)NCCc4ccccc4)ncc3S2(=O)=O)cc1
-9%,u,-9%,4%,0,-3%,-9%,7%,-6%,O=C(Nc1ccc(F)cc1)Nc1cccnc1Cl
-1%,-30%,-18%,-6%,-8,3%,-27%,-18%,-1%,CC(C)CCNC(=S)Nc1ccc([N+](=O)[O-])cc1
-12%,6%,7%,x,-7,x,26%,-15%,-3%,COc1cc(OC)cc(C(=O)NC(C(=O)N2CCC2)C(C)C)c1 (centres undefined)
-2%,1%,-20%,16%,-1,0%,-45%,-2%,-5%,N/C(=N\OS(=O)(=O)c1ccc(Cl)cc1)c1ccccn1
x,-25%,-20%,9%,-1,-2%,-12%,-3%,-5%,CCOC(=O)c1cc2c(=O)n3ccccc3nc2n(CCOC)c1=NC(=O)c1cc2ccccc2o1
-1%,u,-13%,u,0,2%,-42%,-9%,-3%,Cc1nnsc1C(=O)NNc1ccc(C(C)C)cc1
x,-13%,-2%,x,2,x,-26%,1%,-8%,CC[C@]12C(=O)N(C)C[C@H]([C@@H]3C(=O)N(Cc4ccccc4)C(=O)[C@@H]31)N2C(=O)c1ccc(Br)cc1
27%,-12%,-20%,36%,-5,0%,-15%,-16%,-5%,Cc1cc2nc3n(c2cc1C)CCCN3
-1%,-6%,-20%,-22%,-2,-6%,u,-9%,-1%,CCN(C(=O)CSc1nc2cc(S(=O)(=O)N(CC)CC)ccc2o1)C1CCS(=O)(=O)C1 (centres undefined)
10%,0%,-3%,24%,-8,-2%,-1%,-20%,-11%,O=C(Nc1cnccn1)c1ccc(F)cc1Cl
4%,u,-6%,4%,0&0,-5%,-2%,-2%,11%,C#CC[N+]1(CC#Cc2ccccc2)CCOCC1
64%,-10%,7%,-12%,-10,3%,1%,-4%,-7%,Cc1ccc(C(=O)NCCCNC(=O)c2ccccc2C)cn1
0%,-15%,-2%,13%,-10,-15%,18%,-3%,x,O=C(NC1CCCCC1)/C(=N\O)c1ccccn1
4%,-13%,9%,u,-1,-19%,4%,-34%,7%,COc1ccc(-c2nc(CS(=O)(=O)CC(=O)NCc3cccc(Br)c3)c(C)o2)cc1
15%,-3%,5%,34%,-5,-6%,16%,-1%,-3%,CCOC(=O)c1c(C)nc2sc3c(=O)n(-c4ccc(C)cc4)cnc3c2c1-c1ccc(OC)cc1
2%,-12%,u,0%,-8,-9%,-36%,-2%,-2%,CCCCSc1nc(C)[nH]c1[N+](=O)[O-]
-1%,-10%,15%,18%,3,673%[activator],2%,-11%,-15%,CCCCn1c(NC(C)=O)c(C#N)c2nc3ccccc3nc21
-3%,15%,-13%,-3%,-7,-17%,10%,-5%,-6%,O=C(N/N=C/c1ccccc1Cl)c1ccc(F)cc1
-3%,0%,-6%,8%,-2,-5%,-46%,-2%,14%,Cc1cc(C)nc(SCCn2c(N3CC(C)OC(C)C3)nc3c2c(=O)n(C)c(=O)n3C)n1 (centres undefined)
50%[activator],u,-20%,x,-4,x,4%,-2%,0%,COc1ccc(CN(C)C(=O)c2ccc(Cl)c(S(=O)(=O)NCc3cccnc3)c2)cc1F
u,-4%,-8%,11%,12,-20%,17%,-1%,0%,CC(=O)c1ccc(OCCCC(=O)OCc2nnc(-c3ccc(Cl)cc3)o2)cc1
83%[activator],2%,-5%,3%,0,-9%,-5%,4%,11%,Cc1ccc(C)c(S(=O)(=O)N2CCC(c3nc4c(nnn4Cc4ccc5c(c4)OCCO5)c(=O)[nH]3)CC2)c1
2%,40µM*,-8%,-1%,-6,42%[activator],5%,-9%,4%,CCNC(=S)N/N=C/c1cccc(OCc2c(F)cccc2Cl)c1
-3%,u,-2%,-10%,0,u,5%,-14%,1%,C=CC[n+]1c(C)csc1Nc1ccc(C)cc1
-3%,-28%,-11%,3%,-1,2%,2%,-4%,-10%,Cc1[nH]c2ccccc2c1CCN(Cc1cccs1)C(=S)Nc1ccccc1
-4%,-14%,-4%,11%,-9,x,14%,-18%,-4%,CCc1c(-c2ccccc2)nc2nc(C)c(C)nn12
31%,2%,-10%,x,-2,x,-27%,-9%,-1%,CCOc1ccc(S(=O)(=O)N2CCOCC2)cc1NC(=O)c1ccc(N2CCCC2=O)cc1
10%,23%,-2%,x,-9,x,-21%,-9%,11%,O=C(C1CCN(S(=O)(=O)c2ccc(F)cc2)CC1)N1CCCC(C(F)(F)F)C1 (centres undefined)
-1%,u,-24%,2%,-10,-19%,-20%,3%,23%,FC(F)(F)c1cccc(Cn2c3[n+](c4ccc(C(F)(F)F)cc42)CCCCC3)c1
-10%,-14%,1%,x,-3,x,18%,-19%,0%,CCOC(=O)C1=C(C)NC(C)=C(C(=O)OCC)C1C(=O)OCC(=O)N1CCCCC1C (centres undefined)
9%,-10%,-9%,14%,-7,-23%,-32%,-4%,14%,Cc1cccc(Cc2cnc(NC(=O)CN3C(=O)/C(=C/c4ccccc4)SC3=S)s2)c1
x,-24%,-17%,-13%,4,6%,-16%,-19%,-14%,O=C(C1CCN(S(=O)(=O)c2ccc(Br)s2)CC1)N1CCN(c2cccc(Cl)c2)CC1
x,-14%,6%,5%,-1,-4%,-22%,-8%,-9%,CC(=O)c1ccc(N2CCN(c3ncnc4onc(C)c34)CC2)cc1
-5%,0%,-15%,12%,0,-7%,-7%[11.4 µM],-7%,-6%,CCC(C)C(NC(=O)C1CCC(C)CC1)C(=O)NC(CCSC)C(=O)OC (centres undefined)
-2%,x,-19%,-25%,-4,-17%,-14%,3%,3%,O=C(Nc1ccccc1Cl)N1CCN(c2ccc3nnc(-c4ccccc4)n3n2)CC1
x,-17%,-14%,3%,0,-9%,12%,0%,-3%,COc1cc(OC)c(NC(=O)Cn2cnc3sc(C)c(S(=O)(=O)N4CCC(C)CC4)c3c2=O)cc1Cl

Two entries picked at random from those above:
APE1 inh,ALOX12 inh,POLH inh,Pol beta inh,LDHA inh,Apoferritin bind,RGS4 inhibitor,POLK inh,ERG Ets-DNA blk,molecule
9%,-10%,-9%,14%,-7,-23%,-32%,-4%,14%,Cc1cccc(Cc2cnc(NC(=O)CN3C(=O)/C(=C/c4ccccc4)SC3=S)s2)c1
-3%,u,-2%,-10%,0,u,5%,-14%,1%,C=CC[n+]1c(C)csc1Nc1ccc(C)cc1

Screens from PubChem BioAssay.
